High-throughput results: PubChem BioAssay, several laboratories
DNMT1 inh – inhibitors of human DNMT1. P26358. DNMT1 molecular beacon, Hinp1I cleavage, fluorescence. inhibition (reported as % activation of signal), % at 10 µM. 360,000 compounds, 0.83% hits. AID 588458; in the data active = inhibition above about 50%
LMPTP inh – blocks human LMPTP phosphatase. P24666. inhibition, % at 20 µM. AID 651560. 360,000 compounds, 0.22% hits. recombinant LMPTP-A, OMFP fluorogenic substrate, fluorescence intensity;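 active = compounds that cut the enzyme signal by at least half of the control window in the single-dose screen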;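 note: plate controls were DMSO wells with enzyme plus substrate for no effect and substrate without enzyme for full effect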
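Test system – LMPTP-A phosphatase enzyme · Quantity – 0.625 nM LMPTP-A final · Reagent – OMFP substrate, 400 µM final · Dosing – one test concentration per compound, 20 µM, with 3% DMSO overall · Timing – 50 min enzyme reaction at room temperature, protected from light · Detection – fluorescence intensity · Controls – substrate-only low control, DMSO enzyme-plus-substrate high control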
CSN inh – CSN deneddylation inhibition; Purified CSN, SCF-Nedd8-OG deneddylation, fluorescence polarization; Q92905; 360,000 compounds, 0.38% hits; inhibition, % at 12.5 µM; AID 651999;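 active = pattern-corrected inhibition above about 35%, with an unprinted fluorescence ratio check between 0.5 and 1.5, limit read from the data, passing the limit was not always enough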;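 note: 0% = enzyme with substrate and 100% = substrate without enzyme; some results filed as inactive read as strong as hits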
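Detection – fluorescence polarization · System – HEK293T-derived human Csn5 enzyme · Controls – substrate-only high control, full reaction low control · Timing – 90 min, room temperature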
Tb MetRS inh – blocks T. brucei methionyl-tRNA synthetase activity; purified T. brucei MetRS, ATP depletion, Kinase-Glo luminescence; inhibition, % at 11.9 µM; 360,000 compounds, 0.4% hits; AID 624268;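 active = inhibition above a per-plate cutoff of the control wells' mean inhibition plus 3 SD, cut at about 5.5% in these data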;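 note: 0% = DMSO wells median and 100% = median of wells with control inhibitor compound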
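Test system: purified T. brucei MetRS enzyme. Also added: ATP, methionine and E. coli bulk tRNA substrates. Compound: 11.9 µM single point. Schedule: 15 min enzyme-compound preincubation, 2 h reaction, 10 min detection, 25 °C. Signal: luciferase luminescence of residual ATP, Kinase-Glo. Evaluation: percent inhibition versus plate control medians. Controls: DMSO wells, low control.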
NadD inh – inhibitors of Staphylococcus aureus NadD | purified NadD enzyme, colorimetric absorbance read-out | inhibition, % at 20 µM | 360,000 compounds, 0.78% hits | AID 602399; in the data active = inhibition above about 26%; note: some compounds past the cut are filed as inactive
PABP1 MLLE inh – blocks PAM2 peptide binding to the PABP1 MLLE domain. GST-MLLE / FITC-PAM2 fluorescence polarization. inhibition, % at 20 µM. 360,000 compounds, 0.36% hits. AID 588489; in the data active = inhibition above about 35%, passing the limit was not always enough;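 note: plate controls were DMSO wells with GST-MLLE for no effect and wells lacking GST-MLLE protein for full effect; some results filed as inactive read as strong as hits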
STEP inh – blocks human striatal-enriched tyrosine phosphatase; P54829; inhibition, % at 20 µM; AID 588621; recombinant STEP, OMFP fluorogenic substrate, fluorescence; 360,000 compounds, 0.25% hits;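 active = inhibition at 20 µM, scaled per plate between control wells, above about 37%, limit read from the data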;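 note: 0% = DMSO with enzyme and substrate and 100% = substrate only without enzyme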
Target sequence (P54829 whole entry, looked up): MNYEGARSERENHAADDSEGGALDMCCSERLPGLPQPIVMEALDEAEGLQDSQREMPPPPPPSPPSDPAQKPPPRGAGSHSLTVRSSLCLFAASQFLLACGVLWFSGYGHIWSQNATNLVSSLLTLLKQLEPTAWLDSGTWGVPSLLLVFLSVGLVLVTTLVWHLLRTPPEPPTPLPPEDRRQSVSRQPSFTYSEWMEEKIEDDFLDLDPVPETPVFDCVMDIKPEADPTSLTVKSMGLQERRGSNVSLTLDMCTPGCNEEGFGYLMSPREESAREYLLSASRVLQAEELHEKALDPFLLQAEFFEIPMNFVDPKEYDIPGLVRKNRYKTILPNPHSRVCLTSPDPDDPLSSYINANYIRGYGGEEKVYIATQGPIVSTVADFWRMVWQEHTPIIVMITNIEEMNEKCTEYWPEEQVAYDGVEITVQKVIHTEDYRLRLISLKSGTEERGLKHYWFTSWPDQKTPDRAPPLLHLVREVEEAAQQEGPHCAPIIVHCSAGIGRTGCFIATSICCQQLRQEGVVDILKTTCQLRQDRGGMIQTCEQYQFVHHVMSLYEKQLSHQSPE
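System: STEP phosphatase, cell-free reaction; Buffer or medium: Bis-Tris pH 6.0 buffer with DTT, detergent; Incubation: 20 min at room temperature, dark; Measured by: fluorescence, 480/540 nm.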
Scp1 inh – blocks human Scp-1 phosphatase activity; Q9GZU7; Recombinant Scp1, phosphopeptide, malachite green phosphate absorbance; inhibition, % at 20 µM; 340,000 compounds, 0.88% hits; AID 493091;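 active = inhibition above about 50% at 20 µM, limit read from the data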;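 note: plate controls were DMSO wells with enzyme for no effect and wells lacking enzyme for full effect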
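Test system: SCP-1 catalytic domain; Buffer or medium: Acidic Tris acetate buffer with magnesium and detergent; Also added: Phosphorylated 17-residue peptide substrate; Compound: single 20 µM dose, 1% DMSO; Schedule: enzyme reaction 45 min at room temperature, colour 5 min, stabilisation 30 min; Signal: Phosphate-binding colour reagent, absorbance read at 630 nm.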
SUMO1 PPI mod – alters human SUMO1 binding to SIM partners; P63165; SUMO1 binding to a labelled peptide, TR-FRET, 1 h; inhibition, % at 20 µM; 360,000 compounds, 0.33% hits; AID 602429; in the data active = inhibition above about 37%
Target sequence (P63165 whole entry, looked up): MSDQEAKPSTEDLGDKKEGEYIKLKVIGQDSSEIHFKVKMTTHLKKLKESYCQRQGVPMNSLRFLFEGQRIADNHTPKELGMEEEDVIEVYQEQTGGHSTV
Rpn11 inh – inhibitors of human proteasome Rpn11 | human 26S proteasome, Ub4-pepOG fluorescence polarization; 20S core pre-blocked with epoxomicin | calls only at 20 µM | 360,000 compounds, 0.59% hits | AID 588493;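 active = inhibition at 20 µM, scaled to each plate's controls, above about 33%, limit read from the data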
Target sequence (O00487 whole entry, looked up): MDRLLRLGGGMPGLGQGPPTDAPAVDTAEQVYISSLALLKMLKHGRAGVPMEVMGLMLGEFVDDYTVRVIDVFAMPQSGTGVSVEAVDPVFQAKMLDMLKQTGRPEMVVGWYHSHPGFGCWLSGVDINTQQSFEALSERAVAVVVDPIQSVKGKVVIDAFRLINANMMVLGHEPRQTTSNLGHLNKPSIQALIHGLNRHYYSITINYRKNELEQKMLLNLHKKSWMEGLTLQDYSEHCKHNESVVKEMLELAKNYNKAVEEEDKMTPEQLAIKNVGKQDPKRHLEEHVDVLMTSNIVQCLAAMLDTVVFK
* hit, by the source's call.

Sample of the layout:
`NC(=O)CSc1nnc(NC(=O)c2ccc3ccccc3c2)s1` gave DNMT1 inh 0, LMPTP inh -1.0, CSN inh 4, Tb MetRS inh -0.4, NadD inh -3, PABP1 MLLE inh -16, STEP inh 1, Scp1 inh 3, SUMO1 PPI mod -13 and Rpn11 inh inactive.
Screening COc1ccc(C)cc1N(C(=O)COc1ccccc1)c1nc2ccccc2s1 returned DNMT1 inh 0, LMPTP inh 1.5, CSN inh 0, Tb MetRS inh -0.2, NadD inh -2, PABP1 MLLE inh -10, STEP inh -3, Scp1 inh -10, SUMO1 PPI mod 1 and Rpn11 inh inactive.
For Cc1c(NC(=O)Nc2ccc3c(c2)OCO3)c(=O)n(-c2ccccc2)n1C the results were DNMT1 inh -4, LMPTP inh -1.6, CSN inh -3, Tb MetRS inh -0.8, NadD inh 0, PABP1 MLLE inh -70, STEP inh -5, Scp1 inh 5, SUMO1 PPI mod 1 and Rpn11 inh inactive.

The listing, from the first entry:
`NC(=O)CSc1nnc(NC(=O)c2ccc3ccccc3c2)s1` gave DNMT1 inh 0, LMPTP inh -1.0, CSN inh 4, Tb MetRS inh -0.4, NadD inh -3, PABP1 MLLE inh -16, STEP inh 1, Scp1 inh 3, SUMO1 PPI mod -13 and Rpn11 inh inactive.
Screening COc1ccc(C)cc1N(C(=O)COc1ccccc1)c1nc2ccccc2s1 returned DNMT1 inh 0, LMPTP inh 1.5, CSN inh 0, Tb MetRS inh -0.2, NadD inh -2, PABP1 MLLE inh -10, STEP inh -3, Scp1 inh -10, SUMO1 PPI mod 1 and Rpn11 inh inactive.
For Cc1c(NC(=O)Nc2ccc3c(c2)OCO3)c(=O)n(-c2ccccc2)n1C the results were DNMT1 inh -4, LMPTP inh -1.6, CSN inh -3, Tb MetRS inh -0.8, NadD inh 0, PABP1 MLLE inh -70, STEP inh -5, Scp1 inh 5, SUMO1 PPI mod 1 and Rpn11 inh inactive.
For CCc1nc2ccc(C(=O)NCCNC(C)=O)cn2c1N(C)Cc1ccc(OC)cc1 the results were DNMT1 inh 1, LMPTP inh -0.6, CSN inh 3, Tb MetRS inh -0.3, NadD inh -3, PABP1 MLLE inh -3, STEP inh -2, SUMO1 PPI mod 10 and Rpn11 inh inactive.
COc1ccccc1C(=O)c1cc2ccc(O)cc2oc1=O was read as DNMT1 inh 4, LMPTP inh 0.8, CSN inh -3, Tb MetRS inh -0.4, NadD inh 3, PABP1 MLLE inh 0, STEP inh -2, Scp1 inh -11, SUMO1 PPI mod -10 and Rpn11 inh inactive.
Screening CCN1CCC(NC(=O)Nc2cc(Cl)ccc2OC)CC1 returned DNMT1 inh 4, LMPTP inh -0.9, CSN inh -1, Tb MetRS inh -1.6, NadD inh -7, PABP1 MLLE inh 14, STEP inh -1, Scp1 inh 5, SUMO1 PPI mod -2 and Rpn11 inh inactive.
O=S(=O)(CCc1nc2ccccc2s1)c1ccc(Cl)cc1 was read as DNMT1 inh -4, LMPTP inh -1.1, CSN inh 0, Tb MetRS inh -0.4, NadD inh -5, PABP1 MLLE inh -4, STEP inh 0, Scp1 inh -18, SUMO1 PPI mod -3 and Rpn11 inh inactive.
Screening O=C(CN(Cc1ccccc1F)C(=O)Cn1nnc(-c2cccs2)n1)NC1CCCCC1 returned DNMT1 inh 1, LMPTP inh -0.6, CSN inh -1, Tb MetRS inh 0.1, NadD inh -2, PABP1 MLLE inh 1, STEP inh 0, Scp1 inh -4, SUMO1 PPI mod -1 and Rpn11 inh inactive.
Screening CCC1CCCCN1CCCNC(=O)c1csc2c1CCCCC2 (centres undefined) returned DNMT1 inh -1, LMPTP inh -1.1, CSN inh -3, Tb MetRS inh -0.5, NadD inh 1, PABP1 MLLE inh -2, STEP inh -1, Scp1 inh -18, SUMO1 PPI mod -1 and Rpn11 inh inactive.
Screening CC(SCc1ccccc1)C(=O)NCc1ccccn1 (centres undefined) returned DNMT1 inh 0, LMPTP inh -2.5, CSN inh 4, Tb MetRS inh 0.2, NadD inh -2, PABP1 MLLE inh 0, STEP inh -1, Scp1 inh 1, SUMO1 PPI mod 2 and Rpn11 inh inactive.
COc1ccc(OC)c(N(/C(N)=N/c2nc(C)cc(C)n2)S(=O)(=O)c2ccc(NC(C)=O)cc2)c1 was read as DNMT1 inh 10, LMPTP inh -0.5, CSN inh 0, Tb MetRS inh -0.7, NadD inh -12, PABP1 MLLE inh 1, STEP inh 2, Scp1 inh -1, SUMO1 PPI mod 6 and Rpn11 inh inactive.
N#Cc1c(-c2ccccc2)cc(C2CC2)nc1SCC(=O)c1cccs1 was read as DNMT1 inh -3, LMPTP inh 2.6, CSN inh 0, Tb MetRS inh -0.8, NadD inh -4, PABP1 MLLE inh -3, STEP inh 1, Scp1 inh -22, SUMO1 PPI mod 1 and Rpn11 inh inactive.
For CCN(CC(=O)NCc1cccs1)C(=O)c1ccc(S(=O)(=O)N(C)c2ccccc2)cc1 the results were DNMT1 inh 3, LMPTP inh -0.6, CSN inh -8, Tb MetRS inh -0.4, NadD inh -4, PABP1 MLLE inh 0, STEP inh -2, Scp1 inh -10, SUMO1 PPI mod -1 and Rpn11 inh inactive.
For Cc1c(C(=O)Nc2c(F)cc(F)cc2Br)sc2ncn(CC(=O)N3CCCC3)c(=O)c12 the results were DNMT1 inh 8, LMPTP inh 0.3, CSN inh 5, Tb MetRS inh -0.7, NadD inh -4, PABP1 MLLE inh -19, STEP inh -1, Scp1 inh 1, SUMO1 PPI mod -5 and Rpn11 inh inactive.
COc1cccc(C=NCC(C)N=Cc2cccc(OC)c2O)c1O (centres undefined) was read as DNMT1 inh -3, LMPTP inh -9.2, CSN inh -4, Tb MetRS inh -0.4, NadD inh -1, PABP1 MLLE inh -1, STEP inh 0, Scp1 inh -2, SUMO1 PPI mod -3 and Rpn11 inh inactive.
For CCCc1nc(SCC(=O)Nc2ccccc2OC)c2c(=O)n(C)c(=O)n(C)c2n1 the results were DNMT1 inh 0, LMPTP inh 0.8, CSN inh 1, Tb MetRS inh -0.1, NadD inh -1, PABP1 MLLE inh 0, STEP inh 2, Scp1 inh -11, SUMO1 PPI mod 7 and Rpn11 inh inactive.
`CC(=O)Nc1ccc(NC(=O)c2c(C)noc2C)cc1` gave DNMT1 inh 0, LMPTP inh -0.5, CSN inh 1, Tb MetRS inh -0.3, NadD inh -6, PABP1 MLLE inh 7, STEP inh -1, Scp1 inh -2, SUMO1 PPI mod -2 and Rpn11 inh inactive.
O=C(O)[C@@H]1[C@@H]2C[C@@H]2CN1c1ncccc1[N+](=O)[O-] was read as DNMT1 inh -1, LMPTP inh 1.6, CSN inh -14, Tb MetRS inh 0.2, NadD inh -3, PABP1 MLLE inh 23, STEP inh 1, Scp1 inh -6, SUMO1 PPI mod -1 and Rpn11 inh inactive.
Screening NC(=O)c1c(NC(=O)c2ccncc2)sc2c1CCCCCC2 returned DNMT1 inh 1, LMPTP inh -1.4, CSN inh -3, Tb MetRS inh -0.8, NadD inh -7, PABP1 MLLE inh 7, STEP inh -1, Scp1 inh -3, SUMO1 PPI mod -5 and Rpn11 inh inactive.
`OCC1(CCc2ccccc2)CCN(Cc2ccc(OC(F)F)cc2)CC1` gave DNMT1 inh -2, LMPTP inh -1.8, CSN inh 7, Tb MetRS inh -0.2, NadD inh -2, PABP1 MLLE inh 5, STEP inh 1, Scp1 inh 5, SUMO1 PPI mod 0 and Rpn11 inh inactive.
O=c1[nH]c2ccccc2c(O)c1-c1ccccc1[N+](=O)[O-] was read as DNMT1 inh 2, LMPTP inh -0.5, CSN inh -2, Tb MetRS inh 0.1, NadD inh 4, PABP1 MLLE inh -14, STEP inh -3, Scp1 inh -3, SUMO1 PPI mod 0 and Rpn11 inh inactive.
Screening COC(=O)CCCC(=O)N1CCCC(C(=O)c2ccccc2SC)C1 (centres undefined) returned DNMT1 inh 3, LMPTP inh -1.5, CSN inh -1, Tb MetRS inh -0.1, NadD inh 0, PABP1 MLLE inh 5, STEP inh 0, Scp1 inh -8, SUMO1 PPI mod -2 and Rpn11 inh inactive.
Screening O=C(c1ccc(-n2cccn2)cc1)N1CCN(c2ncccc2C(F)(F)F)CC1 returned DNMT1 inh 2, LMPTP inh 0.3, CSN inh 0, Tb MetRS inh -0.5, NadD inh 2, PABP1 MLLE inh -8, STEP inh 4, Scp1 inh 2, SUMO1 PPI mod 6 and Rpn11 inh inactive.
`Cc1snc(S(=O)(=O)Cc2c(Cl)cccc2Cl)c1C#N` gave DNMT1 inh 1, LMPTP inh -0.4, CSN inh -3, Tb MetRS inh -0.3, NadD inh -8, PABP1 MLLE inh -4, STEP inh -11, Scp1 inh -9, SUMO1 PPI mod -3 and Rpn11 inh inactive.
`Cc1ccc(NC(=O)COc2ccc(Br)cc2CO)cc1S(=O)(=O)N1CCOCC1` gave DNMT1 inh 3, LMPTP inh 0.7, CSN inh -1, Tb MetRS inh 0.0, NadD inh -4, PABP1 MLLE inh 2, STEP inh -2, Scp1 inh -10, SUMO1 PPI mod 4 and Rpn11 inh inactive.
COCCNC(=S)Nc1ccccc1Cc1ccccc1 was read as DNMT1 inh -2, LMPTP inh -0.1, CSN inh -1, Tb MetRS inh 0.3, NadD inh 2, PABP1 MLLE inh 2, STEP inh 0, Scp1 inh -6, SUMO1 PPI mod 1 and Rpn11 inh inactive.
Cc1cc(N/N=C/c2cccc(Cl)c2)nc(NCc2ccccc2)n1 was read as DNMT1 inh -20, LMPTP inh 8.1, CSN inh -2, Tb MetRS inh -0.2, NadD inh 4, PABP1 MLLE inh -7, STEP inh 5, Scp1 inh -7, SUMO1 PPI mod -5 and Rpn11 inh inactive.
For CC1(C)CC(=O)C2=C(C1)OC1OC(=O)CC21C (centres undefined) the results were DNMT1 inh -1, LMPTP inh -1.5, CSN inh -2, Tb MetRS inh -0.5, NadD inh -3, PABP1 MLLE inh -4, STEP inh -3, Scp1 inh -3, SUMO1 PPI mod 0 and Rpn11 inh inactive.
`Cc1cc2cc(CNC(=O)c3cccs3)ccc2[nH]1` gave DNMT1 inh -15, LMPTP inh 9.9, CSN inh -7, Tb MetRS inh -0.2, NadD inh 13, PABP1 MLLE inh 38, STEP inh 4, Scp1 inh -17, SUMO1 PPI mod -18 and Rpn11 inh inactive.
